ZTA DNA inh: counter-screen for EBNA-1 inhibitors: inhibitors of Epstein-Barr virus ZTA; P03206; ZTA-DNA binding, fluorescence polarization; inhibition, % at 11 µM; 320,000 tested, 0.15% active; AID 2234; in the data active = inhibition above about 33%
LAP4-GFP MLPCN: yeast TOR pathway LAP4-GFP modulation. S. cerevisiae LAP4-GFP multiplex, flow cytometry GFP, 3 h; median GFP as percent of DMSO wells. GFP response vs DMSO, % at 10 µM. 320,000 tested, 0.34% active;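 active = GFP response vs DMSO above a set limit, about the screen mean plus 3 SD, cut at about 150% in these data; inconclusive = under 70 cell events counted for the yeast strain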
MEP2 TOR yeast: yeast TOR pathway MEP2-GFP modulation; GFP response vs DMSO, % at 10 µM; 330,000 tested, 0.51% active; S. cerevisiae MEP2-GFP strain, flow cytometry GFP, 3 h; 100% = DMSO control level; AID 2016;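 active = GFP response versus DMSO above a set limit, roughly screen mean plus 3 SD, cut at about 180% in these data; inconclusive = fewer than 70 cells counted for a yeast strain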;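 note: median GFP fluorescence of the barcode-gated MEP2-GFP cells per well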
AHR activator: human AHR activation; 320,000 tested, 2.5% active; P35869; activation, % at 5 µM; AHR-responsive luciferase reporter cells, luminescence; AID 2796; in the data active = activation above about 47%;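 note: 0% = vehicle wells and 100% = reference agonist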
proCasp3 act: activates human procaspase-3. P42574. recombinant procaspase-3 D3A, Ac-DEVD-pNA absorbance 405 nm. activation, % at 8.5 µM. 330,000 tested, 0.11% active. AID 463141;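 active = activation above the mean of all tested compounds plus 3 SD, cut at about 21% in these data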;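 note: 0% = DMSO alone and 100% = DMSO wells spiked with extra 5 µM PC-3 D3A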
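Evaluation: percent activation relative to control range; Material: Procaspase-3 D3A mutant, all three cleavage aspartates alanine; Compound: single dose, 8.5 µM nominal compound, 0.8% DMSO; Replication: one well per compound; Signal: absorbance at 405 nm, 0 and 120 min; Schedule: 1 h preincubation plus 2 h reaction at 25 °C.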
proCasp7 act: counter-screen for procaspase-3 activators: activators of human procaspase-7; P55210; recombinant procaspase-7, Ac-DEVD-pNA absorbance 405 nm; D23A/D198A/D206A triple mutant, cannot self-cleave; scale: DMSO 0, 5 µM enzyme 100; activation, % at 8.5 µM; 330,000 tested, 0.093% active; AID 463210;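 active = percent activation above the screen-wide mean plus 3 SD, cut at about 25% in these data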
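Assay system: Uncleavable procaspase-7 mutant enzyme | Input: 2 µM procaspase-7 mutant as dispensed | Timing: 1 h compound preincubation, 2 h substrate cleavage, 25 °C | Repeats: One well per compound | Control set: DMSO wells as 0%, DMSO with 5 µM added PC-7 as 100% | Technique: Epi-absorbance of released pNA at 405 nm, two timepoints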
RPL19A-GFP yeast: alters RPL19A-GFP fluorescence in TOR pathway yeast screen. S. cerevisiae RPL19A-GFP strain, flow cytometry, 3 h; active compounds read low. percent response vs DMSO, % at 10 µM. 330,000 tested, 0.3% active. AID 2025;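 active = percent response vs DMSO below 50%; inconclusive = fewer than 70 events counted for the yeast strain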;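 note: median channel GFP fluorescence of the barcoded RPL19A-GFP strain; ratio of sample median GFP to plate DMSO average so 100% = DMSO; lower means less RPL19A-GFP as with rapamycin TOR inhibition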
EBNA-1 inh: blocks EBNA-1 binding to DNA; EBNA-1 DNA binding, fluorescence polarization; inhibition, % at 14.8 µM; 300,000 tested, 0.34% active; AID 1950; in the data active = inhibition above about 28%
* = called active by the depositor; ? = inconclusive; / = not tested or not shown; [ ] = remark or other dose.

SMILES	ZTA DNA inh	LAP4-GFP MLPCN	MEP2 TOR yeast	AHR activator	proCasp3 act	proCasp7 act	RPL19A-GFP yeast	EBNA-1 inh
O=C(Nc1nc(-c2ccc3c(c2)OCCO3)cs1)C1CCCC1	2	108	101	34	6	1	98	7
Cc1cc(C)n2nc(SCC(=O)N(Cc3ccccc3)C3CCS(=O)(=O)C3)nc2n1 (stereo not given)	5	119	103	1	-2	3	101	9
Cn1c(SCC(=O)N2CCc3ccccc32)nnc1C1CC1	-8	98	105	22	3	5	99	-4
Cc1ccc(NC(=O)c2ccc(F)c(S(=O)(=O)N3CCOCC3)c2)cc1F	3	111	103	7	7	0	102	-2
CC(=O)Nc1c(O)[nH]c2ccccc12	-1	93	94	11	-4	4	110	3
CCC(C)(C)NC(=O)C(c1ccccn1)N(C(=O)c1csnn1)C1CCCCC1 (stereo not given)	0	103	115	0	-3	-8	93	8
O=C(NCCCn1ccnc1)c1ccc(S(=O)(=O)N2CCOCC2)cc1	5	?	?	1	2	4	?	3
O=C(NCCCN1CCCC1=O)c1cccc(S(=O)(=O)N2CCN(c3ccc(F)cc3)CC2)c1	-4	?	?	3	7	9	107[may fluoresce violet]	-10
Cc1occc1-c1nnc(SCC(=O)c2c[nH]c3ccccc23)n1C	5	/	93	19	-4	-2	95	-7
N/C(=N\OS(=O)(=O)c1ccc(Cl)cc1)c1cccnc1	-14	95	98	2	0	-7	100	8
Clc1ccc(-c2nc(NCCCN3CCOCC3)c3ccccc3n2)cc1	5	96	93	71*	1	2	94	0
CCOc1ccc(S(=O)(=O)NCCC(=O)NCC(c2ccc(OC)cc2)N2CCCCC2)cc1 (stereo not given)	10	103	103	0	-4	12	100	6
N#CCC(=O)Nc1ccc(C(=O)NCc2cccc(Cl)c2)cc1	13	101	96	0	3	0	98	9
COC(=O)C1=C(C)N(CCc2ccccc2)C(=O)C1(NS(=O)(=O)c1ccc(NC(C)=O)cc1)C(F)(F)F (stereo not given)	-3	103	101	4	-5	-3	103	-11
O=C(O)CN1CCN(Cc2ccc(Cl)cc2)C1=O	1	93	99	1	9	7	103	7
CC(C)(C)c1ccc(C(=O)NCC(=O)N/N=C/c2ccccc2OCC(=O)O)cc1	5	109	99	1	5	8	97	4
COc1cccc(CN2CCN(C3CCOCC3)CC2CCO)c1 (stereo not given)	1	109	104	0	2	-2	95	1
CC(C)(C)c1ccc(C(=O)NCC(=O)N/N=C/c2cccnc2)cc1	13	99	105	3	5	-5	103	11
CC(=O)N1CCc2cc(S(=O)(=O)NC(CC(C)C)C(=O)Nc3ccc4c(c3)OCCO4)ccc21 (stereo not given)	-11	99	105	0	3	-8	99	-6
Cc1cc(C)n2ncc(C(=O)Nc3cccc(O)c3)c2n1	-8	92	96	14	-4	-6	93	7
c1ccc(-c2nccnc2-c2ccccc2)cc1	0	112	99	-1	0	6	99	2
O=C1CCCC2=C1C(c1ccc(OS(=O)(=O)c3ccc(Cl)cc3)cc1)C1=C(CCCC1=O)O2	-6	95	96	-1	-2	2	96	-3
C/C(=N\OC(=O)c1ccc(Cl)cc1)c1sc(-c2ccccc2)nc1C	-1	98	90	1	-8	-2	92	4
Cc1ccc(CNC(=O)C2CCCN(C(=O)N(C)C)C2)cc1 (stereo not given)	-17	101	102	3	-2	8	99	10
O=C(CN(C(=O)c1csnn1)c1cccc2c1CCCC2)NCc1ccccc1	5	102	109	1	-2	-2	103	-22
COCc1[nH]nc2c1C(c1ccccc1Cl)C(C#N)=C(N)O2 (stereo not given)	-2	95	99	-2	1	7	102	-18
O=C(Nc1cccc(F)c1)c1sc(Cl)nc1-c1ccccc1	1	91	103	1	-8	3	103	-3
COc1ccc(CNC(=O)C(NS(=O)(=O)c2ccc3c(c2)CCCN3C(C)=O)C(C)C)cc1 (stereo not given)	-3	103	105	2	-4	8	101	-6
CC(=O)c1cccc(CN2CCCC(CCC(=O)NCc3ccccc3F)C2)c1 (stereo not given)	6	97	108	-1	-1	9	107	-4
N/C(=N\OC(=O)c1cccs1)c1ccccc1	3	92	103	23	-6	-5	105	10
CC(=O)N(c1ccc(C)cc1)S(=O)(=O)c1ccc(Cl)cc1	2	97	93	0	0	4	94	-1
COc1cc(OC)c(NC(=O)CCNC(=O)Cn2ccc3ccccc3c2=O)cc1Cl	2	100	98	0	3	5	98	9
COc1ccc(C(NC(=O)C(C)C)c2c(O)ccc3ccccc23)cc1OC (stereo not given)	6	100	95	1	7	-10	109	6
COc1ccc(-c2csc(NC(=O)CN3C(=O)CCC3=O)n2)cc1	5	98	105	5	6	4	102	7
O=C(CCc1nnc(CCCc2ccccc2)o1)NCCN1CCOC1=O	-5	95	100	-4	3	-2	101	-3
N#Cc1c(-c2cccnc2)c2c([nH]c1=S)CCCC2	-16	92	81	1	-18	-22	86	0
CC(=O)N1CCOc2ccc(S(=O)(=O)N3CC(C)CC(C)C3)cc21 (stereo not given)	-1	83	88	1	3	1	95	-6
Cc1ccc(NC(=O)CN(C)Cc2cccs2)cc1Cl	3	87	107	-2	7	1	90	17
COc1cnn(-c2cc(Oc3ccc(C)cc3)ncn2)c(=O)c1Cl	2	97	99	-1	6	2	100	-1
CC(C(=O)N1CCc2ccccc2C1)N1C(=O)c2ccccc2C1=O (stereo not given)	7	103	99	-3	1	19	90	5
Cc1nn(-c2ccccc2)c(C)c1Cc1ccc(O)cc1	-5	105	101	7	9	-4	100	-1
CCO[C@@H]1OC(C(N)=O)=C[C@H](c2cn(C(C)=O)c3ccccc23)[C@H]1CCCO	17	96	85	2	9	-8	98	10
Cc1cccc2cc(/C=C/C(=O)c3ccco3)c(Cl)nc12	-14	120	95	4	10	-4	99	-18
CCOC(=O)C1=C(C)NC(C)=C(C(=O)OCC)C1C(=O)OCC(=O)NCc1ccc(F)cc1	/	101	99	10	5	6	99	/
Cc1c(NS(=O)(=O)c2cccs2)cccc1-c1nc2cccnc2s1	30	115	93	4	8	0	94	7
O=C1CN(C(=O)c2c(F)cccc2F)C(c2ccc(F)cc2)c2cc(F)ccc2N1 (stereo not given)	11	95	101	-1	3	12	102	6
O=C(CNS(=O)(=O)c1ccc([N+](=O)[O-])cc1)N/N=C/c1ccc(O)cc1O	4	100	97	5	-7	2	99	-2
O=C(c1cc2ccccc2o1)N1CCN=C1SCc1cccc(F)c1	4	100	103	-2	3	11	104	12
Cc1ccc2c(c1)NC(=O)C(CC(=O)N(C)Cc1ccccc1)O2 (stereo not given)	2	107	101	-4	4	10	99	-6
CC(C)C1CC(C(F)(F)F)n2nc(C(=O)O)cc2N1 (stereo not given)	5	114	102	-2	10	7	94	-5
O=C(Cc1sc(Nc2ccccc2)nc1-c1ccccc1)NCc1ccccc1	4	98	96	16	-10	-5	95	0
c1ccc(CN2CCC(N=C3NN=C(c4ccc5c(c4)OCCO5)CS3)CC2)cc1	13	94	100	2	4	-10	103	9
Cc1cccc(NC(=S)N/N=C/c2ccc3c(c2)OCO3)c1	-20	89	118	94*	2	6	103	-1
Cc1cc(-c2nn(-c3ccccc3F)cc2CN2CCCC(C(N)=O)C2)c(C)s1 (stereo not given)	5	92	97	5	-5	-2	97	-3
O=C(CCCNC(=O)/C(=C/c1ccc(Br)cc1)NC(=O)c1ccccc1)OCc1ccccc1	-4	97	105	17	-4	-18	108	1
OCCNC(=S)NC1CCCCC1	-11	97	116	-4	10	6	96	-11
C/C(=N\NC(=O)c1ccccc1)c1ccccc1Br	14	90	104	-2	2	-10	104	-9
Cc1ccsc1/C=N/n1c(-c2cccnc2)n[nH]c1=S	-5	98	116	60*	-27	-22	101	2
Cc1c(Cc2ccccc2)c(=O)oc2c(C)c(OC(C)C(=O)N[C@@H](Cc3ccccc3)C(=O)O)ccc12 (stereo not given in full)	19	100	102	0	6	-1	95	0
CN(c1ccccc1)S(=O)(=O)c1ccc(NC(=O)c2ccccc2)cc1	7	117	107	2	7	6	109	-1
O=C(COC(=O)c1cc[n+]([O-])cc1)NC(=O)c1ccc(OC(F)F)cc1	/	95	92	0	11	1	94	/
CN1c2ccccc2-c2nc3ccccc3n2C1c1ccncc1 (stereo not given)	-3	104	102	22	5	6	96	-19
CC1=C(C(=O)Nc2ccc(C)cc2C)C(c2ccc(C)o2)NC(=O)N1 (stereo not given)	1	108	106	0	0	-2	98	1

Profiles, looked up by structure:
Profile of `O=C(COC(=O)c1cc[n+]([O-])cc1)NC(=O)c1ccc(OC(F)F)cc1` → ZTA DNA inh = /; LAP4-GFP MLPCN = 95; MEP2 TOR yeast = 92; AHR activator = 0; proCasp3 act = 11; proCasp7 act = 1; RPL19A-GFP yeast = 94; EBNA-1 inh = /
Profile of `CN(c1ccccc1)S(=O)(=O)c1ccc(NC(=O)c2ccccc2)cc1` → ZTA DNA inh = 7; LAP4-GFP MLPCN = 117; MEP2 TOR yeast = 107; AHR activator = 2; proCasp3 act = 7; proCasp7 act = 6; RPL19A-GFP yeast = 109; EBNA-1 inh = -1

Compounds from the list above that have a Cl atom (13):
SMILES	ZTA DNA inh	LAP4-GFP MLPCN	MEP2 TOR yeast	AHR activator	proCasp3 act	proCasp7 act	RPL19A-GFP yeast	EBNA-1 inh
N/C(=N\OS(=O)(=O)c1ccc(Cl)cc1)c1cccnc1	-14	95	98	2	0	-7	100	8
Clc1ccc(-c2nc(NCCCN3CCOCC3)c3ccccc3n2)cc1	5	96	93	71*	1	2	94	0
N#CCC(=O)Nc1ccc(C(=O)NCc2cccc(Cl)c2)cc1	13	101	96	0	3	0	98	9
O=C(O)CN1CCN(Cc2ccc(Cl)cc2)C1=O	1	93	99	1	9	7	103	7
O=C1CCCC2=C1C(c1ccc(OS(=O)(=O)c3ccc(Cl)cc3)cc1)C1=C(CCCC1=O)O2	-6	95	96	-1	-2	2	96	-3
C/C(=N\OC(=O)c1ccc(Cl)cc1)c1sc(-c2ccccc2)nc1C	-1	98	90	1	-8	-2	92	4
COCc1[nH]nc2c1C(c1ccccc1Cl)C(C#N)=C(N)O2 (stereo not given)	-2	95	99	-2	1	7	102	-18
O=C(Nc1cccc(F)c1)c1sc(Cl)nc1-c1ccccc1	1	91	103	1	-8	3	103	-3
CC(=O)N(c1ccc(C)cc1)S(=O)(=O)c1ccc(Cl)cc1	2	97	93	0	0	4	94	-1
COc1cc(OC)c(NC(=O)CCNC(=O)Cn2ccc3ccccc3c2=O)cc1Cl	2	100	98	0	3	5	98	9
Cc1ccc(NC(=O)CN(C)Cc2cccs2)cc1Cl	3	87	107	-2	7	1	90	17
COc1cnn(-c2cc(Oc3ccc(C)cc3)ncn2)c(=O)c1Cl	2	97	99	-1	6	2	100	-1
Cc1cccc2cc(/C=C/C(=O)c3ccco3)c(Cl)nc12	-14	120	95	4	10	-4	99	-18
